TLR9-MyD88 inh: TLR9-MyD88 interaction inhibition; 0.21% of 340,000 active; CHO BLA complementation TLR9-MyD88, CCF4 FRET ratio; Q9NR96+Q99836; inhibition, % at 4.98 µM;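 active = inhibition above the mean over all tested compounds plus 3 SD, cut at about 21% in these data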;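 note: 0% = DMSO only wells and 100% = clavulanate BLA inhibitor control wells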
ABHD5 PLIN5 PPI: blocks binding of human ABHD5 to perilipin-5; 0.78% of 360,000 active; Q00G26+Q8WTS1; Split G. princeps luciferase complementation, luminescence, 4 h; inhibition, % at 4 µM;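 active = inhibition above the mean inhibition across every tested compound plus 3 SD, cut at about 22% in these data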;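 note: 0% = DMSO only wells and the 100% control is not disclosed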
ABCB6 inh MLPCN: inhibitors of human ABC transporter ABCB6; Q9NP58; K562-ABCB6 porphyrin accumulation, flow cytometry, 1 h; hits give low values; fluorescence ratio to DMSO, % at 10 µM; 0.19% of 360,000 active;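 active = fluorescence ratio to DMSO below 75%, the collection mean minus 3 SD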;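 note: signal is porphyrin accumulated inside mitochondria; 100% equals median channel fluorescence of DMSO control wells; lower ratio means ABCB6 inhibition with less porphyrin fluorescence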
MC4R antag cAMP: blocks human MC4R cAMP signaling; P32245; MC4R-expressing cells, MTII-stimulated cAMP, LANCE TR-FRET; inhibition, % at 6.5 µM; 0.48% of 360,000 active;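 active = inhibition above its plate's cutoff, the mean of tested wells on that plate plus 3 SD, cut at about 29% in these data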;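 note: 0% = Melanotan II alone and 100% = Melanotan II plus saturating MCL0020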
Target sequence (P32245 whole entry, looked up): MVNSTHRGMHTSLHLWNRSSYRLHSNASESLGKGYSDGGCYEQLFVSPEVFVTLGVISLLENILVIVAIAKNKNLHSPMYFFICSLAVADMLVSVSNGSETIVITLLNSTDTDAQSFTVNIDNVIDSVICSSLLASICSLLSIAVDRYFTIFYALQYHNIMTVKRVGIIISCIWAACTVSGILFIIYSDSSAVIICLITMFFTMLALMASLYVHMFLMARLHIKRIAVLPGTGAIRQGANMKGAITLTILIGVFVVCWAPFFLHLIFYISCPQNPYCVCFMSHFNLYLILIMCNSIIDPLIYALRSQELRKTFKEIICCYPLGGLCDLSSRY
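System: U2OS cells stably expressing human melanocortin 4 receptor (MC4R). Reagent: Melanotan II challenge after compound preincubation. Doses: 6.5 µM. Times: 30-min compound, 1-h challenge, 1-h detection, room temperature. Measured by: TR-FRET with Eu-cAMP and labeled anti-cAMP, 671 nm. Replicates: singlicate.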
Cardio protect: protects H9c2 cardiomyocytes from peroxide injury; H2O2 injury protection, ATPLite, 2 h; protection from H2O2 cell death, % at 20 µM; 0.63% of 360,000 active;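 active = compounds giving at least 50% protection of heart cells from peroxide-induced death in the single-dose screen, raw or plate-pattern-corrected value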;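 note: 0% = DMSO wells with peroxide and 100% = DMSO wells without peroxide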
m5-HT2A agonist: agonists of mouse serotonin 5-HT2A receptor (HTR2A). 0.66% of 360,000 active. AID 624169. CHO-K1 mHTR2A beta-arrestin complementation, luminescence; percent of 30 µM serotonin response. activation, % at 7.6 µM;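 active = activation above a run cutoff, the mean activation of all tested compounds plus 3 SD, cut at about 14% in these data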;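 note: 0% = plate median of compound wells and 100% = 30 µM serotonin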
Target sequence (P35363 whole entry, looked up): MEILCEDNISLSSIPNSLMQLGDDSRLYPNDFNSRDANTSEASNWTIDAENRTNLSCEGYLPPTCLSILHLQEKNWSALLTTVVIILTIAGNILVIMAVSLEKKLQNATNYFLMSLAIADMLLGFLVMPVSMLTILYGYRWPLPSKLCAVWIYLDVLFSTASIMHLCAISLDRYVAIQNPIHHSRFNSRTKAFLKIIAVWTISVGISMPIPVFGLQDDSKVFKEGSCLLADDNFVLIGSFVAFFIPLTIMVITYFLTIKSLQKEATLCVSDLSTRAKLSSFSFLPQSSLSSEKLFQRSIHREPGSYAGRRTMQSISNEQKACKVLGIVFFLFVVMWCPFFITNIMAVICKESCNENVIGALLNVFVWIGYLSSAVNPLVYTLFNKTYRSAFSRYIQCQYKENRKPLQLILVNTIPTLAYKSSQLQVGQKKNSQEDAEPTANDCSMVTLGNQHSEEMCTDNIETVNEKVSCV
N-glyco inh: blocks N-linked glycosylation in D54 reporter cells; D54 ERlucT glycosylation luciferase reporter, 24 h; percent of 100 nM tunicamycin response; AID 588692; reporter increase, % at 12.5 µM; 0.23% of 360,000 active;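 active = mean luciferase reporter signal, scaled so untreated is 0 and the glycosylation-blocking control 100, at or above a set limit in every replicate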;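 note: luciferase carries N-glycosylation sites so blocking glycosylation raises the light; 0% = median of neutral control wells and 100% = median of 100 nM tunicamycin wells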
NCOA2 inhibitor: inhibits human steroid receptor coactivator 2 | AID 651957 | HEK293 GAL4-SRC2 luciferase reporter, luminescence | 0.17% of 370,000 active | inhibition, % at 9 µM;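 active = inhibition above the mean inhibition of all tested compounds plus 3 SD, set per campaign, cut at about 52% in these data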;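 note: 0% = DMSO treated cells and 100% = cells given Gossypol at 36 µM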
MC4R barr agon: agonists of human melanocortin 4 receptor (MC4R) beta-arrestin | P32245 | U2OS MC4R beta-arrestin complementation, luminescence; percent of melanotan II response, DMSO zero | activation, % at 8.9 µM | 0.98% of 360,000 active;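 active = activation above a per-plate cutoff, the mean activation of sample wells on that plate plus 3 SD, cut at about 8% in these data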
NOD2-RIPK2 inh: NOD2-RIPK2 protein interaction inhibition; O43353; CHO BLA complementation NOD2-RIPK2, CCF4 ratio; inhibition, % at 4.98 µM; 0.38% of 360,000 active; AID 624267; in the data active = inhibition above about 21%;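 note: 0% = vehicle only and 100% = reference blocker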
* hit, by the source's call; . = not tested or not shown. An excerpt. The share of hits here may be higher or lower than overall.

item	canonical_smiles	m5-HT2A agonist	N-glyco inh	MC4R barr agon	ABCB6 inh MLPCN	ABHD5 PLIN5 PPI	NOD2-RIPK2 inh	NCOA2 inhibitor	Cardio protect	TLR9-MyD88 inh	MC4R antag cAMP
1	Cc1ccc(O)c(N=Cc2ccc(C)s2)c1	-3	6	-1.2	100	-9	0	-22	-10	5	-1
2	CC(=O)Nc1cc(-c2cccc(NS(C)(=O)=O)c2)cn2c(-c3ccc(F)c(Cl)c3)cnc12	4	-3	2.0	98	2	-6	0	24	.	17
3	CON1C(=O)C(=O)N(OC)C2CCCCCC21 (stereo not given)	-2	2	0.1	99	0	0	7	5	-4	8
4	CC(=O)NNc1[nH]c2c(c(=O)c1[N+](=O)[O-])c(=O)n(C)c(=O)n2C	1	-1	-1.6	102	2	-8	-13	-5	-4	1
5	CC(=O)c1cccc(NC(=O)C2Cc3c(-c4ccc5c(c4)OCO5)ccnc3O2)c1 (stereo not given)	7	-1	1.1	99	12	-8	14	-9	.	-9
6	Cn1c(Cc2ccccc2)nnc1SCc1cc(=O)n2ccsc2n1	-1	0	-3.0	99	-1	0	7	0	3	6
7	Cc1cccc(C)c1N1CCN(C(=O)N2CCOCC2)CC1	5	2	-2.9	96	-2	-6	-13	3	-2	14
8	COc1ccc(/C=C/c2nnc(NC(=O)COc3ccccc3)s2)cc1	-1	-2	1.2	97	-3	-14	-15	-9	-1	9
9	C/C(=N\Nc1ccc([N+](=O)[O-])cc1[N+](=O)[O-])C(C)C(C)C (stereo not given)	2	-3	1.0	97	-4	7	-11	-18	-6	-1
10	COc1cc(NCCCCC(C)N)c2nccc(C)c2c1 (stereo not given)	12	-1	-1.4	102	-3	-5	-6	-20	-7	-7
11	COc1cc(CC(=O)OCC(=O)N2CCCCC2C)cc(OC)c1OC (stereo not given)	4	2	-0.4	98	5	-7	-16	2	9	18
12	CC(=O)NN1C(=O)c2ccccc2NC1c1ccccc1O (stereo not given)	4	-2	-0.5	98	-4	2	-7	-1	-12	16
13	COc1ccc(NC(=O)CN2CCCCC2)c([N+](=O)[O-])c1	16*	0	0.4	96	6	0	-31	3	-6	8
14	Cc1cccc(OCCCCc2c(C)n[nH]c2C)c1C	-2	-5	1.4	113	-7	-4	20	-14	-2	11
15	COC(=O)c1c(C)oc(C)c1S(=O)(=O)NC(C)(C)C	3	1	-0.4	103	1	5	-4	3	-7	-2
16	O=C(Nc1cccc(S(=O)(=O)N2CCCCC2)c1)Nc1ccc(Cl)cc1Cl	-1	-8	-1.8	98	-2	9	-11	-17	6	21
17	NC(=O)N/N=C/c1cn(-c2ccccc2)nc1-c1ccccc1	5	3	-1.8	103	0	-12	-38	-7	-6	-2
18	CCOc1ccccc1-c1noc(CCC(=O)Nc2cccnc2)n1	1	-1	-0.6	97	-2	-10	-1	-1	-4	-1
19	NC(=O)c1ccc(OCC2CCCO2)cc1 (stereo not given)	-3	-3	0.2	96	4	0	-10	1	-8	6
20	COc1ccccc1N/C=C/C(=C(C#N)C#N)N(C)C	-4	2	-1.6	92	5	-1	-20	9	2	12
21	CCN(CC(=O)N1CCN(Cc2ccccc2)CC1)S(=O)(=O)c1ccc(F)cc1	-5	0	-0.4	97	-1	-6	4	-3	-15	12
22	CCC(C)(C)NC(=O)C1CCC(CNS(=O)(=O)c2cccc3nsnc23)CC1 (stereo not given)	7	-2	-0.9	106	-10	-4	.	-8	-5	-5
23	COc1cc(/C=C2\CC/C(=C\c3cc(OC)c(O)c(OC)c3)C2=O)cc(OC)c1O	3	-1	21*	136	32*	3	36	65*	-9	-8
24	CC(C)[C@H](NC(=O)NCc1cccs1)C(=O)O	-2	0	-2.6	101	1	1	19	6	-10	3
25	CC(C)OCCCNC1=C(Cl)C(=O)c2ccccc2C1=O	3	4	-0.5	95	-1	0	-8	-7	.	-5
26	Cc1cc(C)cc(NC(=O)C2C3C=CC4(O3)C2C(=O)N(CCCN2CCCC2)C4C(=O)NC2CCCC(C)C2C)c1 (stereo not given)	-5	1	-1.2	102	1	-16	7	6	0	3
27	N/C(=N\OC(=O)COc1ccccc1Cl)c1ccccn1	0	-15	-1.3	99	4	1	-46	-9	0	-9
28	CC(OC(=O)CN1C(=O)C2C3C=CC(C4CC34)C2C1=O)C(=O)c1ccccc1 (stereo not given)	2	1	-2.4	105	-5	8	-17	-9	-5	8
29	CC(=O)c1sc(=S)n(Cc2ccccc2)c1C	0	0	0.0	95	2	-9	4	-4	4	9
30	S=C(NC1CCCCC1)N1CCc2ccccc2C1	9	-2	-0.5	94	-1	-6	-6	-12	7	-2
31	CC1(CCc2ccccc2)NC(=O)N(CC(=O)Nc2ccc3c(c2)OCCO3)C1=O (stereo not given)	-5	0	-4.1	95	-3	-2	-12	-3	9	4
32	CCOCCCNC(=O)C(c1ccc(C)cc1)N(Cc1cccs1)C(=O)c1ccccc1O (stereo not given)	3	-2	-1.9	95	2	1	-2	12	5	-1
33	COc1ccc(-c2oc3ccccc3c2C(=O)OCc2ccc([N+](=O)[O-])cc2)cc1	0	-1	2.8	102	5	1	-23	-11	0	1
34	CN(Cc1cc2ccccc2[nH]c1=O)S(C)(=O)=O	0	1	-1.2	96	6	10	-21	-1	8	-2
35	CCC(=O)NC(C)C(c1cccs1)N1CCN(c2ccccc2)CC1 (stereo not given)	-1	1	-2.8	100	-3	11	10	6	-5	-1
36	N#C/C(=C/Nc1ccccc1F)S(=O)(=O)c1ccc(Cl)cc1	-1	0	-1.9	89	6	-3	-17	-16	0	-4
37	COc1cc(NC(=O)c2cccs2)c(OC)cc1NC(=O)CCn1nnc2ccccc21	-3	0	-1.1	99	0	3	-43	4	3	-4
38	CC(=O)NC(Cc1ccc(C)cc1)C(=O)NC1CCN(S(=O)(=O)c2ccccc2)CC1 (stereo not given)	1	-1	-0.8	97	-4	-8	20	2	-5	5
39	O=C(NCc1cccc(Cl)c1)c1cccc(S(=O)(=O)N2CCCC2)c1	-4	-4	0.7	98	-3	-7	22	-4	-9	3
40	O=C(COC(=O)c1ccc(Cl)c(S(=O)(=O)NCc2ccccc2)c1)NCC1CCCO1 (stereo not given)	-7	0	-1.4	96	2	-4	14	4	4	2
41	Cc1ccc2c(c1)CCCN2C(=O)c1cc2ccccc2oc1=O	0	0	-1.6	101	-12	0	-4	8	-3	-3
42	Cc1nc2ccccn2c1-c1nnco1	1	0	-3.0	96	3	1	8	8	5	-4
43	CCn1ncc(S(=O)(=O)Nc2cc(Cl)ccc2C)c1C	2	0	-1.7	97	-10	-3	6	1	5	2
44	COc1ccc(S(=O)(=O)Nc2ccccc2OC)cc1NC(=O)CC1CC2CCC1C2 (stereo not given)	-9	-5	-2.1	98	0	2	9	-10	8	22
45	CN1C(=O)CCC(CCC(=O)O)(c2ccccc2O)C1=O (stereo not given)	9	0	-1.4	105	9	7	4	1	-2	11
46	COc1ccc(CNC(=O)C2CCN(S(=O)(=O)N3CCCCC3)CC2)cc1	0	0	0.5	94	11	-11	4	0	1	-4
47	Cc1cc(NC(=O)Nc2cc(Cl)sc2Cl)no1	3	4	-0.7	92	-4	0	25	-2	-12	-3
48	CC=CCn1c(SCCCc2ccccc2)nc2c1c(=O)[nH]c(=O)n2C	-4	1	1.6	93	0	-3	-24	-19	.	-7
49	COc1cc2c(cc1OC)C(c1cccc(OC)c1OC)CC(=O)N2 (stereo not given)	1	3	-0.6	87	0	0	-16	0	11	10
50	CC(C)(C)C1CCC(=NNC(=S)NCc2ccccc2)CC1 (stereo not given)	4	-3	-0.8	100	-2	-12	-4	-16	-3	1
51	C#CCOc1ccc(C2C(C#N)=C(N)Oc3cc(O)ccc32)cc1 (stereo not given)	2	1	1.4	127	2	8	-18	4	-1	13
52	CC(Sc1nnc(C2CC2)n1C1CC1)C(=O)c1ccc(Br)cc1 (stereo not given)	-4	-2	-2.1	100	-3	-8	-8	1	4	-1
53	CCN(CC(=O)O)S(=O)(=O)c1cc(Cl)ccc1Cl	3	0	-0.6	108	-2	-5	11	-8	-1	-3

5 entries picked at random from the list so far, as already listed:
item	canonical_smiles	m5-HT2A agonist	N-glyco inh	MC4R barr agon	ABCB6 inh MLPCN	ABHD5 PLIN5 PPI	NOD2-RIPK2 inh	NCOA2 inhibitor	Cardio protect	TLR9-MyD88 inh	MC4R antag cAMP
3	CON1C(=O)C(=O)N(OC)C2CCCCCC21 (stereo not given)	-2	2	0.1	99	0	0	7	5	-4	8
35	CCC(=O)NC(C)C(c1cccs1)N1CCN(c2ccccc2)CC1 (stereo not given)	-1	1	-2.8	100	-3	11	10	6	-5	-1
31	CC1(CCc2ccccc2)NC(=O)N(CC(=O)Nc2ccc3c(c2)OCCO3)C1=O (stereo not given)	-5	0	-4.1	95	-3	-2	-12	-3	9	4
2	CC(=O)Nc1cc(-c2cccc(NS(C)(=O)=O)c2)cn2c(-c3ccc(F)c(Cl)c3)cnc12	4	-3	2.0	98	2	-6	0	24	.	17
5	CC(=O)c1cccc(NC(=O)C2Cc3c(-c4ccc5c(c4)OCO5)ccnc3O2)c1 (stereo not given)	7	-1	1.1	99	12	-8	14	-9	.	-9

High-throughput results: PubChem, several laboratories
